Screens deposited in PubChem by The Scripps Research Institute Molecular Screening Center.
M1 ag: human M1 muscarinic receptor agonists, primary screen, Fluo-8 calcium fluorescence, CHO-K1 cells, HTS. Muscarinic acetylcholine receptor M1 (Homo sapiens), P11229. CHO-K1 hM1, agonist mode; 0% DMSO, 100% acetylcholine EC100. activation, % at 3 µM. 360,000 compounds, 0.33% hits. AID 588814, 2011;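 active means activation above the run's mean compound activation plus 3 SD, cut at about 16% in these data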;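 further: peak over basal fluorescence ratio within a 140 s kinetic read after compound addition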
OXTR ag: human OXTR agonists, primary screen, fluorescence, CHO-OTR cells, Fluo-8 calcium; activation, % at 3 µM; Oxytocin receptor (Homo sapiens), P30559; 320,000 compounds, 0.32% hits; Fluo-8 calcium fluorescence; normalized: DMSO 0%, oxytocin 100%;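 active means activation above the mean of all tested compounds plus 3 SD, cutoff set per screening run, cut at about 20% in these data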;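 further: peak over basal fluorescence ratio from a 100 s FLIPR kinetic read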
Target sequence (P30559 whole entry, looked up): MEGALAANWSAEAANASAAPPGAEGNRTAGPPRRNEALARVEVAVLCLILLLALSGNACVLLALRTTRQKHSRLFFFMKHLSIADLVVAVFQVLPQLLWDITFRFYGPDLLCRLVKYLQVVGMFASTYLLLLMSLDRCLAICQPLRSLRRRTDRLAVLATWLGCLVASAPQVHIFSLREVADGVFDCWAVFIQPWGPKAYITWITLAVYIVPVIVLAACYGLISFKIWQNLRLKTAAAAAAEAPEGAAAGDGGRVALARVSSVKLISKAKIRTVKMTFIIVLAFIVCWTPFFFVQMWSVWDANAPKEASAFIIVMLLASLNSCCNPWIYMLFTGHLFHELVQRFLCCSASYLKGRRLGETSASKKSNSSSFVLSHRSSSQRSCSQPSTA
V1R ag counter: agonists of human V1a receptor, primary screen, counter-screen for OXTR agonist project, fluorescence, CHO-V1R cells; Vasopressin V1a receptor (Homo sapiens), P37288; Fluo-8 calcium fluorescence, agonist mode; 0% DMSO, 100% 3 nM vasopressin; activation, % at 3 µM; 320,000 compounds, 0.25% hits; AID 2797, 2010;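 active means activation above the mean activation of all tested compounds plus 3 SD, per screening run, cut at about 20% in these data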;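 further: signal is peak over basal fluorescence ratio across a 100 second FLIPR read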
CHRM1 antagonist: human M1 muscarinic receptor antagonists, primary screen, CHO-K1 cells, Fluo-8 calcium fluorescence, 1536-well. Muscarinic acetylcholine receptor M1 (Homo sapiens), P11229. CHO-K1 hM1, ACh EC80 antagonist. inhibition, % at 3 µM. 360,000 compounds, 1.3% hits;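 active means percent inhibition above its own plate's cutoff, namely the mean of that plate's compound wells plus 3 SD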;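 further: peak over basal fluorescence ratio during 140 s after agonist addition; 0% = ACh EC80 plus DMSO and 100% = DMSO alone without agonist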
TAAR1 agonist: human TAAR1 agonists, primary screen, Fluo-8 calcium fluorescence, CHO RD-HGA16 cells | Trace amine-associated receptor 1 (Homo sapiens), Q96RJ0 | vehicle wells 0%, saturating PEA agonist 100% | activation, % at 3 µM | 360,000 compounds, 0.99% hits | AID 624467, 2012;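 active means activation above the mean activation of all test compounds in the run plus 3 SD, cut at about 38% in these data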
Target sequence (Q96RJ0 whole entry, looked up): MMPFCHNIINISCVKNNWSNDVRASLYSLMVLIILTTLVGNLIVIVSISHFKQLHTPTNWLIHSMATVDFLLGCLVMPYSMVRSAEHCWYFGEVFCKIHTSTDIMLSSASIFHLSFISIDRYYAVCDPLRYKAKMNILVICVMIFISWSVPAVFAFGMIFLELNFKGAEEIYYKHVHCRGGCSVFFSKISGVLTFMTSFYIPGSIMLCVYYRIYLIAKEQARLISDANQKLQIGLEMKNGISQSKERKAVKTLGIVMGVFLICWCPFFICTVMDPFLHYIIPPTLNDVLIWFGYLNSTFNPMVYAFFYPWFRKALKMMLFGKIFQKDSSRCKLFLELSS
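Repeats: no replicates (n 1) | Material: CHO-derived RD-HGA16 cells with stable Gα16 and human TAAR1 | Technique: Kinetic Fluo-8 calcium fluorescence | Schedule: 17-24 h seeding, 75 min 37 °C dye, 30 min RT | Evaluation: % activation from peak over basal fluorescence ratio, DMSO-to-PEA scaled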
OXTR potentiate: human OXTR potentiators, primary screen, fluorescence, CHO-OTR cells, Fluo-8 calcium | Fluo-8 calcium fluorescence, potentiator mode; 0% = oxytocin EC15, 100% = EC100 | 320,000 compounds, 0.061% hits | Oxytocin receptor (Homo sapiens), P30559 | activation, % at 3 µM;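 active means activation above that plate's cutoff, the mean activation of tested compounds plus 3 SD, cut at about 6.6% in these data, passing the limit was not always enough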;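 further: 100% uses oxytocin at 75 nM as the full agonist control; some results filed as inactive read as strong as hits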
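Assay system: CHO cell line stably expressing human OTR | Also added: Oxytocin at about EC15, sub-maximal agonist stimulus | Times: Compound 6 min at room temperature before oxytocin, 100 s read | Measured by: Fluo-8 intracellular calcium fluorescence, ex 470-495, em 515-575 nm | Controls: EC15 oxytocin alone as 0%, 75 nM oxytocin as 100%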
M1 PAM: human M1 muscarinic receptor positive allosteric modulators, primary screen, CHO-K1 cells, Fluo-8 calcium fluorescence, 1536-well. 360,000 compounds, 0.088% hits. activation, % at 3 µM. Muscarinic acetylcholine receptor M1 (Homo sapiens), P11229. CHO-K1 hM1, ACh EC20; 0% = ACh EC20, 100% = maximal ACh; in the data active means activation above about 19%, passing the limit was not always enough
TAAR1 antagonist: human TAAR1 antagonists, primary screen, Fluo-8 calcium fluorescence, CHO RD-HGA16 cells; inhibition, % at 3 µM; antagonist; 360,000 compounds, 1.5% hits; Trace amine-associated receptor 1 (Homo sapiens), Q96RJ0;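 active means inhibition above a per-plate cutoff, the mean inhibition of test compounds on that plate plus 3 SD, cut at about 49% in these data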;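 further: 0% = DMSO plus EC80 beta-PEA response and 100% = DMSO alone without agonist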
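Assay system: CHO-derived RD-HGA16 cells stably expressing human TAAR1 plus Gα16. Timing: 140 s kinetic read after compound, 140 s after agonist. Technique: kinetic Fluo-8 calcium fluorescence measurement. Measure: % inhibition of agonist calcium response.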
CHO parental Ca: ATP-evoked calcium signal inhibitors, parental CHO, primary screen, counter-screen for OX1R antagonist project, cell-based, fluorescence, Fluo-8 calcium dye; inhibition, % at 5.6 µM; parental CHO-K1, ATP-induced calcium, Fluo-8 fluorescence; AID 463079, 2010; 330,000 compounds, 0.63% hits;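 active means inhibition above that plate's mean sample inhibition plus 3 SD, cut at about 26% in these data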;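 further: 0% = ATP-challenged DMSO wells and 100% = DMSO wells without ATP; some compounds past the cut are filed as inactive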
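Material – parental CHO cells · Reagent – ATP stimulus · Compound – single nominal dose of 5.6 µM per compound · Detection – Fluo-8 fluorescence · Read-out basis – percent inhibition of calcium signal · Controls – ATP-challenged DMSO wells low, unchallenged DMSO wells high · Repeats – no replicates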
Numbers without * were called inactive; nt = not tested or not shown.

SMILES	M1 ag	OXTR ag	V1R ag counter	CHRM1 antagonist	TAAR1 agonist	OXTR potentiate	M1 PAM	TAAR1 antagonist	CHO parental Ca
Cc1ccc(/C=C2/SC(=S)N(c3ccc(S(=O)(=O)Nc4nccs4)cc3)C2=O)cc1	5	-0.1	0.2	-6	1	-12	12	15	7
CCOc1ccccc1CN1CCN(Cc2csc(C(C)=O)c2)CC1CCO (configuration not stated)	-13	-0.9	1.0	2	0	2	2	-6	-20
COC(=O)C(Cc1cnc(Cl)s1)(C(=O)OC)c1ccc([N+](=O)[O-])cc1	-3	-1.8	-0.6	0	-1	-7	3	24	-30
Cc1occc1-c1nnc(SCC(=O)Nc2ccc(F)cc2)n1C	-6	0.1	1.7	-1	0	-7	3	2	-15
O=C(C[C@@H]1C/C=C/CCCC(=O)O[C@H](c2ccccc2)CNC1=O)N[C@H](CO)Cc1ccccc1	-4	1.6	-0.1	-2	4	-5	7	-9	-12
C[C@@H]1CN([C@H](C)CO)C(=O)c2cc(NC(=O)Nc3ccc(F)cc3)ccc2O[C@@H](C)CCCCO[C@H]1CN(C)S(=O)(=O)c1ccc(Cl)cc1	-8	nt	nt	12	0	nt	-7	3	nt
CNC(=O)CSc1nnnn1-c1ccc2c(c1)OCCO2	-5	1.1	0.0	7	7	-2	-3	-9	-8
C[C@@H]1CC[C@]2(C(=O)O)CC[C@]3(C)C(=CCC4[C@@]5(C)CC[C@H](O)[C@@](C)(C(=O)O)C5CC[C@]43C)C2[C@]1(C)O (some centres not stated)	-1	0.7	0.7	-3	-1	0	9	0	-10
Cc1cccc(CS(=O)(=O)c2ncc(CO)n2C)c1	-3	0.1	0.6	3	5	-7	-4	-15	-9
C[C@@H]1CN([C@H](C)CO)C(=O)c2cc(C#CC3CCCCC3)cnc2O[C@H]1CN(C)Cc1cccnc1	-11	nt	nt	34*	0	nt	-28	3	nt
CC1CCN(c2ccc([N+](=O)[O-])cc2C(=O)N2CCOCC2)CC1	-2	-1.8	-0.8	-17	-2	0	16	-18	-20
CC(=O)c1ccc(NC(=O)c2sc3nc(N4CCOCC4)c4c(c3c2N)CCCC4)cc1	-1	0.8	0.9	-9	2	-8	7	19	-21
CCC(C(=O)O)N1C(=O)c2ccccc2C1=O (configuration not stated)	-5	1.1	0.7	1	1	-3	-3	-27	-2
CCOC(=O)c1c(/N=C/c2cc(C)ccc2O)sc2c1CCC2	1	-0.8	0.1	-1	0	-6	11	-9	-10
Cc1cc2oc(C(=O)N3CCN(Cc4ccccc4)CC3)c(C)c2cc1C	-5	-1.6	-1.1	4	2	-2	-3	-22	-27
CCNc1nc(NCC)nc(N(C#N)CCOc2ccccc2)n1	-3	-1.0	8.9	-13	-1	-10	13	-15	-11
Cc1ccc(S(=O)(=O)N2CCN(C(=O)Cc3ccsc3)CC2)c(C)c1	-6	0.7	1.7	-3	0	-4	3	0	-4
Cc1cc(C)n(C(=O)c2ccc(S(=O)(=O)NCC3CCCO3)cc2)n1 (configuration not stated)	-1	0.2	0.2	-27	13	-16	0	6	-8
O=C(O)/C=C/C(=O)Nc1cccc2c1-c1ccccc1C2=O	-4	nt	nt	-16	5	nt	6	-11	nt
COc1ccc(N2C(=O)CC(NNC(=O)c3ccco3)C2=O)cc1 (configuration not stated)	-3	0.4	-0.4	0	1	3	2	-7	-14
CC(=NNC(=O)C(C)SC(C)C(=O)NN=C(C)c1cccnc1)c1cccnc1 (configuration not stated)	-2	nt	nt	-8	3	nt	7	-2	nt
Cc1cc(NC(=O)C(=O)NCCN2CCN(S(C)(=O)=O)CC2)ccc1Br	0	9.2	8.7	8	18	-20	-10	-11	1
CNC(C)C#Cc1ccc2sc3cccc(OC)c3c(=O)c2c1 (configuration not stated)	-4	-1.4	-1.4	-3	6	-6	11	9	-18
O=C(NN1CCOCC1)c1ccc(Cl)cc1[N+](=O)[O-]	1	0.5	0.5	-8	3	-2	17	-28	15
N#CCOc1nc(N2CCCCC2)nc(N2CCCCC2)n1	-11	-2.5	-0.5	9	0	0	-24	-16	-21
O=C(CCN1CCN(c2ccccc2)CC1)Nc1nccs1	-4	0.4	2.3	-6	7	-15	7	-1	11
CN(CC(=O)Nc1ccc(F)cc1)C(=O)c1ccc(OCc2ccccc2)cc1	0	nt	nt	-7	9	nt	4	24	nt
O=C(NC(=S)N1CCN(c2ccc(O)cc2)CC1)c1cccs1	0	0.6	0.1	2	1	1	11	-36	-7
Cc1oc(CC(C)C)cc1C(=O)NCCCC(=O)O	-3	0.2	-0.3	1	2	-21	1	23	7
COc1ccc(/C=N/NC(=O)c2ccc(Br)cc2)c(OC)c1	-10	-0.7	0.7	-1	0	-11	8	10	-2

3 entries out of the list, arranged by molar mass, highest first:
SMILES	M1 ag	OXTR ag	V1R ag counter	CHRM1 antagonist	TAAR1 agonist	OXTR potentiate	M1 PAM	TAAR1 antagonist	CHO parental Ca
COc1ccc(/C=N/NC(=O)c2ccc(Br)cc2)c(OC)c1	-10	-0.7	0.7	-1	0	-11	8	10	-2
O=C(NN1CCOCC1)c1ccc(Cl)cc1[N+](=O)[O-]	1	0.5	0.5	-8	3	-2	17	-28	15
Cc1oc(CC(C)C)cc1C(=O)NCCCC(=O)O	-3	0.2	-0.3	1	2	-21	1	23	7

The list goes on.
SMILES	M1 ag	OXTR ag	V1R ag counter	CHRM1 antagonist	TAAR1 agonist	OXTR potentiate	M1 PAM	TAAR1 antagonist	CHO parental Ca
CCN(CC)S(=O)(=O)c1ccc2[nH]cc(C(=O)NCCN3CCCCC3C)c(=O)c2c1 (configuration not stated)	-10	0.0	0.2	-6	2	-3	3	9	13
CN(C)Cc1cc(CCNC(=O)c2ccc(Cl)cc2)ccc1O	-7	-0.3	-1.1	-17	1	5	1	-17	1
Cc1ccsc1C1C(C#N)=C(N)N(N(C)C)C2=C1C(=O)CC(C)(C)C2 (configuration not stated)	-4	-0.5	0.2	3	0	-5	0	-6	-15
CCCSc1nc2cc(OC)c(OC)cc2c(=N)n1CCCN1CCOCC1	-7	-1.1	-1.2	18	4	-6	-9	-38	5
CC(OC(=O)Cc1c[nH]c2ccccc12)C(=O)NC1CCCCC1C (configuration not stated)	-4	0.0	3.2	-1	-2	-1	-2	-30	-14
COc1ccc(NC(=O)c2nc[nH]c2C(=O)N2CCC(C)CC2)cc1	-1	0.5	0.0	8	10	-2	-6	0	5
COc1ccc(-c2nnc(SCC(=O)NC3CCCc4ccccc43)n2N)cc1 (configuration not stated)	-10	-2.2	-0.9	-3	-2	-14	-2	17	-21
O=C(NC(=S)NCCSc1ccccc1)c1cccnc1	-6	-1.7	-0.9	0	4	-4	-3	14	-11
CNC(=O)c1c(NC(=O)c2cccc(C)c2)sc2c1CCC2	-4	-2.1	-1.0	-14	3	-10	14	-16	-20
CCOc1ccc(C(=O)NC2CCN(C(=O)Nc3ccccc3OC)CC2)cc1	-2	0.9	0.8	-11	8	-10	7	-1	-24
S=C1NCN(CCc2ccccc2)CN1Cc1ccccc1	-3	1.5	2.9	1	33	3	4	-32	-9
CNC(=O)OCc1nc(SC2CCCCO2)n(C)c1COC(=O)NC (configuration not stated)	4	nt	nt	-11	3	nt	15	-5	nt
CCN(CC(=O)Nc1cc(Cl)cc(Cl)c1)CC(=O)NC1CCS(=O)(=O)C1 (configuration not stated)	-8	0.1	1.1	-2	5	1	-1	-11	-22
O=C(CCNS(=O)(=O)c1ccc(Br)cc1)NC1CCCCC1	-1	-0.6	8.0	-7	4	-19	8	-11	-3
CCCCNC(=S)Nc1ccc(Cl)cc1	-3	2.7	2.7	14	9	-5	-10	9	5
CCN1C(=O)c2ccccc2Sc2ccc(C(=O)NC(C)C)cc21	-8	-0.9	-0.5	-7	-1	8	-2	-5	-14
O=C(O)c1ccc(-n2c(-c3ccc(Br)cc3)n[nH]c2=S)cc1	-2	0.0	-0.2	-7	nt	-5	9	nt	1
O=C(Cn1cnc([N+](=O)[O-])c1)c1ccc(F)cc1	-1	0.7	0.2	-13	8	-5	7	-8	-4
Cc1ccc(S(=O)(=O)NC(CC(C)C)C(=O)N2CCN(C/C=C/c3ccccc3)CC2)cc1 (configuration not stated)	-3	-2.0	-0.4	-3	0	-8	4	6	-43
Cc1[nH]c2ccccc2c1C1=CC(=O)C=CC1=O	-3	nt	nt	7	10	nt	5	14	nt
COc1ccccc1NC(=O)C12CC3CC(C1)CC(c1ccc(C)cc1)(C3)C2	-2	-1.7	-0.6	-5	11	-15	5	-4	-27
O=C(Nc1cc(Cl)ccc1N1CCOCC1)c1ccc(=O)[nH]c1	6	0.3	1.3	3	1	2	13	7	-14
O=C(Cn1nnc(-c2ccccc2)n1)NNC(=O)c1ccc(Br)cc1	-6	1.4	1.4	-5	28	3	2	-1	-6
CCOc1ccc2nc(S(=O)(=O)NC(=O)C3(C)CCN3C(=O)CCc3cccs3)sc2c1 (configuration not stated)	-2	nt	nt	-9	0	nt	6	-15	nt
Cc1ccc(C)c(OCCC(=O)OCC(=O)Nc2cccnc2Cl)c1	-1	0.9	3.3	-6	0	-13	2	-29	-1
CC(Oc1ccc(F)cc1)C(=O)Nc1sc2c(c1C(=O)NCc1cccnc1)CCCC2 (configuration not stated)	-5	0.3	-0.5	3	7	-19	-4	11	-26
CCN1CCN(C(=O)c2[nH]c3ccc(OC)cc3c2C)CC1	-2	1.2	0.1	-27	5	-5	14	4	-4
N#Cc1ccsc1NC(=O)CN(Cc1ccccc1)Cc1ccccc1	-8	0.7	1.9	-8	2	-2	9	20	-51
CCC(C)(C)NC(=O)C(c1ccc(OC)cc1)N(C(=O)CCC(=O)Nc1cc(C)on1)c1cc(OC)ccc1OC (configuration not stated)	-3	-1.2	-1.1	-18	1	-10	8	-24	-31
Cn1cccc1C(=O)C(=O)Nc1ccccc1	-4	0.2	0.0	-5	1	0	6	-23	-9
Cc1nc2c(Br)c(C)nn2c2c1CCC2	-5	-0.2	-0.1	-3	-1	-4	3	-14	-7
